Bioassay records as filed in PubChem.
Rtt109 HAT inh: inhibitors of C. albicans Rtt109/Vps75 HAT, primary screen, biochemical, ThioGlo CoA-SH fluorescence, plate reader; AID 540336, 2011; hit rate 0.16% among 330,000; Histone acetyltransferase RTT109 (Candida albicans (strain SC5314 / ATCC MYA-2876)), …; purified Rtt109/Vps75, 4 h; inhibition, % at 34.9 µM;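 active = inhibition of at least 50% in every replicate; inconclusive = best replicate reaches 50% inhibition but some replicates fall short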
MITF TRPM1 HTS: activators of MITF-driven TRPM1 promoter reporter, primary screen, cell-based, SK-MEL-5, luciferase, single point. hit rate 0.75% among 300,000. activation, % at 12.5 µM. SK-MEL-5 TRPM1-promoter luciferase, 24 h; % of positive control, neutral wells = 0;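 active = mean activation of at least 80% with every replicate also reaching 80%; inconclusive = mean reaches 80% but some replicate falls short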;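 also: 0% = neutral control wells and 100% = parthenolide positive control wells; values of inactives mirror those of a sister screen read the other way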
Wnt bcat act: Wnt/beta-catenin pathway activators, primary screen, cell-based, plate reader, single point | activation, % at 9.35 µM | Wnt/beta-catenin reporter cell assay, activator | AID 743398, 2014 | hit rate 1.2% among 300,000; in the data active = activation above about 30%, passing the limit was not always enough; inconclusive = no clear call, values can overlap the other calls;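 also: 0% = neutral control wells and 100% = positive control wells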
cardiac RTF act: cardiac RTF calcium sensitivity activators, primary screen, biochemical, IANBD-TnC fluorescence, EC20 calcium | Troponin I, cardiac muscle (Homo sapiens) + Troponin T, cardiac muscle (Homo sapiens) + … | IANBD-labeled TnC RTF fluorescence at EC20 calcium; 0% EC20 calcium, 100% full calcium | activation, % at 7.2 µM | hit rate 0.24% among 340,000 | AID 493008, 2010;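 active = activation above the mean over all tested compounds plus 3 SD, cut at about 30% in these data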;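 also: rise in fluorescence read as greater calcium sensitivity of cardiac thin filaments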
CAL PDZ FP-1: untagged CAL PDZ binding inhibitors, primary screen, biochemical, fluorescence polarization, HTS. inhibition, % at 24.9 µM. AID 602252, 2012. hit rate 0.92% among 300,000. purified CAL PDZ, TMR-peptide fluorescence polarization, 1 h;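 active = mean inhibition of at least 30% with at least half of replicates also reaching 30%; inconclusive = no clear call, values can overlap the other calls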;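 also: 0% = DMSO neutral control and 100% = excess unlabeled competitor peptide PRC23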
CAL PDZ FP-2: CAL PDZ peptide-binding inhibitors, primary screen, biochemical, fluorescence polarization, Cer-tagged CAL PDZ, HTS; hit rate 0.02% among 330,000; AID 504414, 2011; inhibition, % at 20 µM; Golgi-associated PDZ and coiled-coil motif-containing protein (Homo sapiens), Q9HD26; purified CAL PDZ, TMR-peptide fluorescence polarization, 1 h;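 active = highest replicate inhibition of at least 40%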;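 also: plate controls were DMSO neutral control wells for no effect and unlabeled competitor peptide control wells for full effect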
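Material – purified CerCALP PDZ construct · Detection – FP readout, S and P plane fluorescence · Measure – percent inhibition from loss of millipolarization · Controls – unlabelled peptide for full inhibition, DMSO wells as neutral · Probe or stimulus – TMR-labelled reporter peptide T*-PRC34 bound in PDZ groove · Times – 1 h at RT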
dFosB activator: activators of delta FosB homodimer, primary screen, biochemical, fluorescence polarization, TAMRA-CDK5 oligo, single point | purified delta FosB; percent of positive-control signal above neutral wells | activation, % at 25 µM | hit rate 0.99% among 340,000 | AID 493131, 2011;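 active = mean activation above about 17%, with every replicate also reaching it, limit read from the data, passing the limit was not always enough; inconclusive = only one of the two conditions met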;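 also: fluorescence polarization rise as delta FosB binds a TAMRA Cdk5 AP-1 oligo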
Target sequence (P13346 whole entry, looked up): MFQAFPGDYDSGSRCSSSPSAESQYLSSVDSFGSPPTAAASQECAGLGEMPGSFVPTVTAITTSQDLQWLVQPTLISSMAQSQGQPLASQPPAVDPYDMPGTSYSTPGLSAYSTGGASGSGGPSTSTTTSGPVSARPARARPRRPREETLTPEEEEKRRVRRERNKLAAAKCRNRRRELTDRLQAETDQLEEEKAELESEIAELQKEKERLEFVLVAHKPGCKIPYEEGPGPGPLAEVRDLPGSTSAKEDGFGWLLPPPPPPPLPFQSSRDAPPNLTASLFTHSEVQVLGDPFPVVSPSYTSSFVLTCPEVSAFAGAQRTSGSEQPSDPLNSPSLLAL
Tat export inh: E. coli Tat export inhibitors, primary screen, MC4100, TorA-mCherry reporter, fluorescence, single point. inhibition, % at 10 µM. hit rate 0.036% among 340,000;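 active = mean replicate inhibition at least 50% and at least half of replicates individually reaching 50%; inconclusive = only one of the two criteria met; inactive = neither criterion met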;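 also: exported cargo escapes ClpAP degradation while cytoplasmic cargo is degraded and loses fluorescence; 0% = median of neutral control wells and 100% = median of NaSCN control wells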
V-ATPase pHluor: regulators of yeast V-ATPase proton pumping, primary screen, pHLuorin cytosolic pH fluorescence. S. cerevisiae. response, % at 10 µM. hit rate 0.37% among 350,000. AID 504577, 2011; in the data active = response mostly above about 7.3%, no sharp cut-off; inactive = mostly below about 5.4%; also: actives read high; inactives centre near 0; some compounds called inactive have numbers as strong as hits
CDK5 inh: inhibitors of human CDK5/p35 kinase, primary screen, biochemical, single concentration. Cyclin-dependent kinase 5 (Homo sapiens) + Cyclin-dependent kinase 5 activator 1 (Homo …. inhibition, % at 10 µM. hit rate 0.01% among 330,000. Recombinant CDK5/p35, ADP-Glo luminescence, 60 min;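 active = highest replicate inhibition of at least 50% and at least 75% of replicates reaching 50%; inconclusive = only one of the two criteria met; inactive = both criteria failed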;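 also: plate controls were DMSO neutral control for no effect and GW8510 at 10 µM for full effect; many of its hits are not listed in these tables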
Target sequence (Q00535 whole entry, looked up): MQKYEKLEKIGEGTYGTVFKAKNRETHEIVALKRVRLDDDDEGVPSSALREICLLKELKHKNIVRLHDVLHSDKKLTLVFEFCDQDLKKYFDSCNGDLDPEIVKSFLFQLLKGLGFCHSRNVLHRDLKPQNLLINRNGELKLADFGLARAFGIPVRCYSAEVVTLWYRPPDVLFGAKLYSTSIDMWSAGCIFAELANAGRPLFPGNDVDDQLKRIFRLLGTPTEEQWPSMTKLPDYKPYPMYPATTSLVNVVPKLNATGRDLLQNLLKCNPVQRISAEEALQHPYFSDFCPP
Target sequence (Q15078 whole entry, looked up): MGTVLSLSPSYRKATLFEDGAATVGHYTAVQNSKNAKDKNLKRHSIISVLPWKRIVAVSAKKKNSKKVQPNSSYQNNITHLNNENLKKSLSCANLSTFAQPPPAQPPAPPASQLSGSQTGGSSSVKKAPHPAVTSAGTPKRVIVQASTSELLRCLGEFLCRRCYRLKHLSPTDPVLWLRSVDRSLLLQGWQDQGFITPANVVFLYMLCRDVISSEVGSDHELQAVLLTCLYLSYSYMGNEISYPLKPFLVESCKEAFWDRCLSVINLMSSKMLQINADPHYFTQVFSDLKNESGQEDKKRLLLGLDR
An asterisk follows results filed as active; ? = inconclusive; · = not tested or not shown.

Rtt109 HAT inh,MITF TRPM1 HTS,Wnt bcat act,cardiac RTF act,CAL PDZ FP-1,CAL PDZ FP-2,dFosB activator,Tat export inh,V-ATPase pHluor,CDK5 inh,SMILES
-2,-6,-1,-4,-2,-3.1,1,-8,1,-1.5,CC1(N2CCOCC2)C(=O)c2ccccc2C1=O
-2,·,1,-4,-4,-3.2,-3,8,-2,0.5,O=C(Oc1cccc(C(=S)N2CCOCC2)c1)c1ccc([N+](=O)[O-])cc1
19,-15,-3,-6,7,-0.4,-11,-6,-4,0.2,Cn1cc(C(C[N+](=O)[O-])c2ccccc2)c2ccccc21 (stereo unspecified)
8,9,0,0,4,-2.3,2,3,3,1.3,Cc1cnc(C(=O)OCC(=O)c2ccccc2)cn1
2,6,-3,-3,-5,-0.6,1,1,-1,0.5,COc1ccc(-c2nn(-c3ccccc3)cc2C(=O)N(C)C)cc1
-18,7,5,2,-3,-1.7,-7,6,-2,-9.5,Cc1cnc(NC(=O)c2ccc3c(c2)C(=O)N(Cc2cccnc2)C3=O)s1
16,-13,-7,-1,-2,-1.0,-2,4,5,1.5,O=C(NCc1ccco1)c1ccccc1NC(=O)C1CC(=O)N(c2ccc(Cl)cc2)C1 (stereo unspecified)
-1,-6,·,-6,0,-1.1,10,-1,-3,-0.1,Cc1cc2ccccc2c(=O)n1CC(=O)N1CCN(c2cccc(Cl)c2)CC1
-16,-16,0,0,-5,-0.6,-8,8,1,0.2,CCOC(=O)c1c(NC(=O)COC(=O)c2ccccc2NC)sc(C(=O)N(C)C)c1C
0,-7,-2,8,3,-3.0,-3,4,-1,-2.1,O=C(Cn1c(=O)oc2ccccc21)Nc1ccccc1N1CCOCC1
6,-9,-7,1,0,-1.9,-9,1,-1,0.9,CCOc1cc(S(=O)(=O)N2CCC(c3nc4ccccc4s3)CC2)c(OCC)cc1S(=O)(=O)N1CCCCC1
-4,-6,·,1,-5,0.4,1,-8,-8,-0.7,Cc1noc(C)c1CSc1nnc(-c2ccccc2)n1Cc1ccco1
0,-1,3,3,0,-1.6,-1,1,0,1.5,NC(=S)N/N=C/c1c[nH]c2ccccc12
-3,·,·,2,-1,-3.3,0,-1,5,-0.5,Cc1ccccc1CSc1nsc(N)n1
0,6,19,6,-1,0.8,-5,19,0,-6.0,COc1cc(OC)c2c(C)cc(=O)oc2c1C(CCN1CCOCC1)c1ccc(N(C)C)cc1 (stereo unspecified)
·,16,3,10,-3,-0.5,19*,1,-4,-1.5,O=C(CSc1nnc(NC(=O)c2ccco2)s1)Nc1ccc(F)cc1
-6,·,-3,0,-2,-0.4,0,10,2,4.1,CC1(C)C(=O)OC(/C=C/c2cccc([N+](=O)[O-])c2)C(C)(C)C1=O (stereo unspecified)
-1,6,-2,-3,-3,-1.1,?,7,1,0.7,COc1ccccc1CCNC(=O)c1cc(-c2ccncc2)nc2ccc(Br)cc12
8,3,-1,6,4,-1.9,2,-12,3,0.1,COc1ccc(C(=O)NNC(=O)c2ccc(S(=O)(=O)N3CCCCC3)cc2)cc1
6,·,·,-6,·,0.1,-7,8,-4,-0.6,CCCC(c1nnnn1CC1CCCO1)N1CCN(c2nc3ccccc3s2)CC1 (stereo unspecified)
21,-2,·,-5,-1,-0.1,0,11,0,-0.7,CCCNC(=O)NC(=O)COC(=O)c1ccc(OC)c(S(=O)(=O)N2CCCc3ccccc32)c1
3,-17,-9,7,-4,-2.6,-1,3,1,0.4,O=C1C(Cl)=C(NC2CCCCC2)C(=O)N1Cc1ccccc1
-1,18,·,3,6,0.1,-3,-17,0,-0.5,O=C(Cc1n[nH]c(=O)[nH]c1=O)N/N=C/c1ccccc1O
-5,·,-2,0,-6,1.8,-8,4,-1,0.5,COc1cc(C=O)ccc1OC(=O)Nc1ccccc1
1,-7,-6,1,-4,-0.7,-1,5,0,0.0,C[C@@H]1COC(=O)[C@H](Cc2ccc(F)cc2)CC/C=C/C[C@@H](CC(=O)N[C@H](CO)Cc2ccccc2)C(=O)N1
-1,23,-1,2,-1,-0.2,0,2,0,2.2,C#CCn1c(=NC(=O)CN2C(=O)CCC2=O)sc2cc(S(N)(=O)=O)ccc21
4,-8,2,-3,-5,-1.3,1,-4,-4,-0.6,Cc1ccccc1C(=O)NCCCNC(=O)c1ccco1
-7,43,20,-11,-4,-1.6,-8,16,-2,2.2,COc1ccc(OCc2cc(C(=O)N(Cc3nccn3C)C(C)C)no2)c2ccccc12
-8,1,8,4,-3,-2.5,0,-5,-1,-0.3,O/N=C1/C2C3C(Br)C4C5CC(C1C53)C24 (stereo unspecified)
5,-7,0,1,·,-1.7,-9,-10,-1,-3.0,O=S(=O)(c1ccccc1)N1N=C(c2ccc(O)cc2)CC1c1ccco1 (stereo unspecified)

With a hit mark in dFosB activator (from the list above):
Rtt109 HAT inh,MITF TRPM1 HTS,Wnt bcat act,cardiac RTF act,CAL PDZ FP-1,CAL PDZ FP-2,dFosB activator,Tat export inh,V-ATPase pHluor,CDK5 inh,SMILES
·,16,3,10,-3,-0.5,19*,1,-4,-1.5,O=C(CSc1nnc(NC(=O)c2ccco2)s1)Nc1ccc(F)cc1

More records.
Rtt109 HAT inh,MITF TRPM1 HTS,Wnt bcat act,cardiac RTF act,CAL PDZ FP-1,CAL PDZ FP-2,dFosB activator,Tat export inh,V-ATPase pHluor,CDK5 inh,SMILES
-1,-2,·,3,-3,·,-11,-6,-7,0.1,CS(=O)(=O)N(CC(=O)N1CCc2ccccc2C1)Cc1ccc(Cl)cc1
4,10,2,0,1,-2.3,-3,-1,4,-0.4,COC(=O)c1ccccc1NC(=S)NC(=O)c1ccccc1
6,8,-1,3,-2,0.5,-2,4,1,2.7,CN(C)/C=N/c1c(C#N)cnn1C
2,-7,2,-3,-3,-1.4,-10,7,2,2.0,CCCn1c(S(=O)(=O)O)nc2ccccc21
2,12,2,-7,-4,-1.4,-13,-11,-2,-0.2,Cc1ccc(S(=O)(=O)NCC(=O)OC(C)C(=O)c2ccccc2)cc1 (stereo unspecified)
2,-9,0,-2,-6,0.8,-5,-4,-3,2.0,FC(F)Oc1ccc(-n2cc(-c3ccccc3)[n+]3c2CCCCC3)cc1
14,-5,-3,0,-2,-2.4,-10,1,1,1.8,CCOc1ccc(C(C(=O)NCC2CCCO2)N(Cc2cccc(OC)c2)C(=O)c2snc(C(N)=O)c2N)cc1 (stereo unspecified)
-1,10,0,-5,-13,-3.4,18*,4,0,0.0,COc1cc(/C=C/C(=O)Nc2cccnc2)cc(OC)c1OC
-11,-4,-1,2,0,-2.0,-13,4,-1,0.2,O=S(=O)(O)c1cccc2cccc(Nc3ccccc3)c12
6,·,·,0,1,-5.4,-14,4,-1,0.4,CCOC(=O)c1ccc(N2C(=O)c3n[nH]c(C)c3C2c2ccc(O)cc2)cc1 (stereo unspecified)
20,-9,3,6,·,-0.1,-2,14,3,-1.4,COc1ccc(C2c3sc(=O)[nH]c3SC3C(=O)N(c4ccccc4)C(=O)C32)cc1 (stereo unspecified)
-2,-8,-2,4,-2,-0.8,6,-13,-2,1.4,C=CCOC(=O)C1=C[C@H](c2csc3ccccc23)C[C@H](OCCCCO)O1
-17,8,-6,1,1,-0.9,-1,0,-4,-0.3,O=C(COC(=O)Cn1cnc2ccccc21)NCCC1=CCCCC1
-3,5,-5,1,-4,-1.2,0,3,-1,1.1,CN1CCN(C(=O)c2ccc(NS(=O)(=O)c3cccc([N+](=O)[O-])c3)cc2)CC1
-15,-7,-11,2,-1,-0.9,-5,4,-2,-1.9,Cc1cccc(NC(=O)c2ccc(N3C(=O)C4C5C=CC(C6CC56)C4C3=O)cc2)c1 (stereo unspecified)
2,2,0,4,-1,0.3,3,35,-1,-8.4,COc1ccc(/C=C/C(=O)c2cccc(-n3cnnn3)c2)cc1O
6,-5,-1,-7,-1,-1.8,-5,-5,-2,-0.6,O=C(c1cccc(N2C(=O)C3C4C=CC(C4)C3C2=O)c1)N1CCN(c2ccccc2)CC1 (stereo unspecified)
6,0,·,-2,-6,0.9,-5,3,-3,0.8,CC(C)C(OC(=O)c1ccco1)C(=O)NCc1ccco1 (stereo unspecified)
7,-3,-1,0,-2,-0.3,-5,5,0,-0.7,COc1ccc(CNC(=O)CN2CCN(c3cccc(C)c3C)CC2)cc1
-3,-6,-2,-1,-3,-0.3,-1,1,1,0.0,COc1ccc(C(=O)N2CCN(S(=O)(=O)c3ccc(C)cc3C)CC2)cc1S(=O)(=O)N1CCOCC1
-7,4,2,-5,-2,0.4,-2,0,-2,-1.5,CC(O)[C@@H](C(=O)N1CCNCC1)n1cc(CCCCN)nn1 (stereo partly specified)
-8,1,0,-6,-4,-1.6,-5,1,4,-1.0,CCOC(=O)C1=C(C)N=c2s/c(=C\c3ccc(OCC(=O)O)c(OC)c3)c(=O)n2C1c1ccc(OC)cc1 (stereo unspecified)
-5,-5,-1,6,0,-3.0,-5,9,3,-5.1,O=C(CN1CCC(NC(=O)C2CC2)CC1)Nc1cccc(F)c1
16,-5,-1,-4,-1,-1.5,-2,-1,7,-0.3,CCNC(=O)CSc1nnc(-c2cccc(S(=O)(=O)N3CCOCC3)c2)o1
-4,·,0,11,-6,·,-7,1,4,1.2,COC(=O)C1CCN(C(=O)c2ccccc2NC(C)=O)CC1
-2,-5,-1,0,0,-0.1,-14,31,-2,-5.7,COc1ccc(N(C)C(=O)c2oc(=O)c3ccccc3c2-c2ccccc2)c(OC)c1
-5,-14,-2,-3,-18,-0.7,-11,1,0,1.4,Cc1ccc(C)c(S(=O)(=O)N2CCN(C(=O)c3n[nH]c(=O)c4ccccc34)CC2)c1
1,25,10,-5,-4,0.4,1,0,-1,-0.1,Nc1ncnc2c1ncn2[C@@H]1O[C@H](CNCc2ccc(OCc3ccccc3)cc2)[C@@H](O)[C@H]1O
-10,-11,-4,-3,-5,-1.9,-9,0,3,2.7,Cc1ccccc1C1=N/C(=C/c2cccs2)C(=O)O1
3,-1,·,-18,-1,-0.7,-1,-6,3,0.1,O=C(CSc1ncn(-c2ccccc2)n1)N1CCc2ccccc21
7,2,-2,1,-7,0.2,-5,-9,-2,-1.4,CCOc1ccc(CCNC(=O)COC(=O)c2cccc(S(=O)(=O)N(C)C)c2)cc1OCC
